Screening results: PubChem, The Scripps Research Institute Molecular Screening Center
PAD4 FP inh: PAD4 (human) enzyme inhibition | Q9UM07 | recombinant PAD4, RCA probe fluorescence polarization | inhibition, % at 6.36 µM | hit rate 0.41% among 330,000 | AID 485272;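 active = percent inhibition above a cutoff equal to the mean of all tested compounds plus 3 SD, cut at about 15% in these data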;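 also: 0% = PAD4 with RCA probe and DMSO and 100% = probe without PAD4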
PME-1 primary: blocks human protein phosphatase methylesterase 1; Q9Y570; recombinant PME-1, FP-Rh probe fluorescence polarization; inhibition, % at 5.9 µM; hit rate 0.53% among 320,000; AID 2130;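 active = inhibition above the campaign mean of all compounds plus 3 SD, cut at about 26% in these data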;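 also: competitive labeling of PME-1 active site by serine hydrolase directed probe; 0% = PME-1 with DMSO and 100% = wells lacking PME-1 enzyme; inhibitors block probe labeling so polarization falls and inhibition rises; many of its hits are not listed in these tables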
pPAFAH FP inh: inhibitors of human plasma PAF acetylhydrolase (pPAFAH) | Q13093 | recombinant pPAFAH, FP-rhodamine probe fluorescence polarization | inhibition, % at 3.39 µM | hit rate 1.5% among 330,000 | AID 463082;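 active = inhibition above the mean inhibition across the screen plus 3 SD, cut at about 25% in these data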;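 also: inhibitors block binding of the rhodamine activity-based probe so polarization drops; 0% = enzyme with DMSO and 100% = wells lacking pPAFAH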
LYPLA1 counter: blocks human lysophospholipase 1, a PME1 counter-screen | AID 2174 | hit rate 0.16% among 320,000 | inhibition, % at 5.9 µM | recombinant LYPLA1, FP-Rh probe fluorescence polarization | O75608;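 active = inhibition above the mean of all tested compounds plus 3 SD, set per campaign, cut at about 14% in these data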;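 also: inhibitors block serine hydrolase probe labeling of LYPLA1 so polarization falls; 0% = enzyme with DMSO and 100% = wells lacking LYPLA1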
Target sequence (O75608 whole entry, looked up): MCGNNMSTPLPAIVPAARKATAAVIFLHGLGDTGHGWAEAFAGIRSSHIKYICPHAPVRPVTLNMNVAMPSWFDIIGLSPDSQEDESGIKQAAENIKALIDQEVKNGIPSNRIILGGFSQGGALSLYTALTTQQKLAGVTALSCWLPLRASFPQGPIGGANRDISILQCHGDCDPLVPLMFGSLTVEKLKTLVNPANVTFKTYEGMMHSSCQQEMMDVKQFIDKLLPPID
PAFAH1B3 inh: blocks human PAF acetylhydrolase 1B catalytic subunit 3 | hit rate 0.28% among 340,000 | inhibition, % at 3.39 µM | Q15102 | recombinant PAFAH1B3, FP-rhodamine probe, fluorescence polarization | AID 492972;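 active = inhibition above the screen-wide average of all tested compounds plus 3 SD, cut at about 25% in these data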;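 also: 0% = enzyme with DMSO only and 100% = wells lacking PAFAH1B3 protein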
Target sequence (Q15102 whole entry, looked up): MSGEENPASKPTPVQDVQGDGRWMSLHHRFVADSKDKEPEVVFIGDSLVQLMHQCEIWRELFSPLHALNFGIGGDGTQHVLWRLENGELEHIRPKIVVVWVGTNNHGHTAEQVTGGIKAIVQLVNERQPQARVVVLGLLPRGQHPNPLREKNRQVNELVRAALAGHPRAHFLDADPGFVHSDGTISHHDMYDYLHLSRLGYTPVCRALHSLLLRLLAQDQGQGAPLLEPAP
Fam108B inh: Fam108B inhibition, counter-screen for RBBP9 inhibitors; AID 1947; inhibition, % at 9.51 µM; recombinant Fam108B, FP-Rh probe fluorescence polarization; hit rate 0.33% among 300,000;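 active = inhibition above the screen mean inhibition plus 3 SD, computed separately per campaign, cut at about 18% in these data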;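 also: inhibitors lower polarization as less probe binds the enzyme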
PAFAH2 FP inh: PAFAH2 (human) inhibition | Q99487 | recombinant PAFAH2, FP-rhodamine activity probe, fluorescence polarization | inhibition, % at 3.39 µM | hit rate 0.99% among 340,000 | AID 492956;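 active = inhibition above the mean over all tested compounds plus 3 SD, cut at about 30% in these data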;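 also: inhibitors block probe labeling of enzyme so polarization drops; 0% = enzyme with DMSO and 100% = wells lacking PAFAH2 protein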
GSTO1 counter: counter-screen for RBBP9 inhibitors: inhibitors of human GSTO1; recombinant GSTO1, activity-based probe fluorescence polarization; hit rate 1.1% among 300,000; AID 1974; inhibition, % at 5.96 µM;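 active = inhibition above the campaign mean inhibition plus 3 SD, cut at about 35% in these data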;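 also: 0% = GSTO1-1 with DMSO and 100% = wells lacking GSTO1-1 enzyme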
Target sequence (P78417 whole entry, looked up): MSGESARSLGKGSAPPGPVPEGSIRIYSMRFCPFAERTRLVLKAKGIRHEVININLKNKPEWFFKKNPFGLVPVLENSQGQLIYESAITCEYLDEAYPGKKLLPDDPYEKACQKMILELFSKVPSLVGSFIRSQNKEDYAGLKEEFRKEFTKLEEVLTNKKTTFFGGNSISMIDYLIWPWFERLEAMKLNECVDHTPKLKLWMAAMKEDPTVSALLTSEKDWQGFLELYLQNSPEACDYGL
PAFAH1B2 FP inh: PAFAH1B2 (human) inhibition. AID 492953. inhibition, % at 3.39 µM. P68402. hit rate 1.2% among 340,000. recombinant PAFAH1B2, FP-rhodamine activity probe, fluorescence polarization;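 active = inhibition above the mean of all tested compounds plus 3 SD, cut at about 24% in these data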;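 also: 0% = enzyme with DMSO and 100% = wells lacking PAFAH1B2; many of its hits are not listed in these tables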
Target sequence (P68402 whole entry, looked up): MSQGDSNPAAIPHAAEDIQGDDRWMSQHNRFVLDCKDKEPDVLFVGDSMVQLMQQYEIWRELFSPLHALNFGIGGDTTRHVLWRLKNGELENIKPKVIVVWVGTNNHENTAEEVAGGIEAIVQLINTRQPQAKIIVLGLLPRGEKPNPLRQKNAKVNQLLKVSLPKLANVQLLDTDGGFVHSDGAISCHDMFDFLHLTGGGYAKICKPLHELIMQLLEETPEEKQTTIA
The depositor's hits bear a star; . = not tested or not shown.

SMILES	PAD4 FP inh	PME-1 primary	pPAFAH FP inh	LYPLA1 counter	PAFAH1B3 inh	Fam108B inh	PAFAH2 FP inh	GSTO1 counter	PAFAH1B2 FP inh
Cc1cc(NC(=O)COC(=O)c2ccc(OC(F)(F)F)cc2)no1	-3.9	-2.8	3.9	-1.4	4.7	.	10.9	.	-4.8
O=C(NCCC1=CCCCC1)c1ccc(Cl)c(S(=O)(=O)Nc2ccccc2)c1	-0.6	4.3	16.0	-5.7	-8.3	-4.6	11.2	-2.0	27.9*
O=c1c2ccccc2cnn1Cc1n[nH]c(=S)n1-c1ccccc1F	4.3	2.8	-1.9	3.3	-8.1	-1.0	-10.1	2.7	2.2
CC(C)c1ccc(-n2cccc2/C=C2/C(=N)N3C=CSC3=NC2=O)cc1	-7.0	-7.2	0.1	-9.4	-0.8	-2.0	-2.0	-7.2	0.3
COc1ccc(-c2nc(C#N)c(N3CCCCC3)o2)cc1	-3.6	6.2	2.0	1.3	4.5	2.3	-2.0	-3.8	11.2
O=C(Cc1cccs1)Nc1ccc(F)cc1F	-0.8	-1.7	11.4	-1.0	5.8	3.5	-5.1	0.6	3.2
O=C(COc1ccccc1Br)NCc1ccccn1	2.7	-3.0	5.7	2.6	-0.7	-7.2	-11.8	-4.2	-3.9
O=[N+]([O-])c1ccc(S(=O)(=O)NCC2CC3CCC2C3)cc1 (centres undefined)	1.1	-2.6	7.5	0.7	5.2	2.3	-9.6	18.1	17.5
COc1ccc(S(=O)(=O)CCC(=O)Nc2cccc(OC)c2)cc1	2.0	2.3	1.3	2.3	.	-0.8	.	6.2	.
Cc1nn2c3c(cnc2c1-c1ccccc1)C(=O)CC(c1ccco1)C3 (centres undefined)	-1.8	-0.4	8.1	0.7	10.1	-0.1	-2.4	7.2	0.9
Cc1ccc(-c2noc(CCC(=O)NCCN3CCOCC3)n2)cc1	1.2	-3.2	3.1	1.8	-2.1	-2.2	1.3	-2.0	3.7
CCn1nc(C(=O)OCC(=O)c2cc(C)n(Cc3cccs3)c2C)c2ccccc2c1=O	1.6	-4.5	-2.6	-4.5	-2.2	0.7	-13.2	3.6	-4.7
COc1ccc(C(CC(=O)O)N2C(=O)CCC2=O)cc1 (centres undefined)	-1.6	1.3	3.4	1.3	6.8	4.9	-4.5	-6.6	2.0
Cc1ccc(CNc2nc(N)c([N+](=O)[O-])c(Nc3ccc(F)cc3)n2)cc1	8.5	-6.0	0.1	3.4	2.0	6.6	-9.3	-2.4	-5.8
O=C(CN1CCCC1)Nc1sc2c(c1C(=O)Nc1ccc(Br)cc1)CCC2	1.4	2.7	7.4	-2.4	5.2	-2.3	1.5	7.0	-1.2

PAFAH1B2 FP inh, hit marks shown above
structure | PAD4 FP inh | PME-1 primary | pPAFAH FP inh | PAFAH1B3 inh | PAFAH2 FP inh | PAFAH1B2 FP inh
O=C(NCCC1=CCCCC1)c1ccc(Cl)c(S(=O)(=O)Nc2ccccc2)c1 | -0.6 | 4.3 | 16.0 | -8.3 | 11.2 | 27.9*

The results go on:
SMILES	PAD4 FP inh	PME-1 primary	pPAFAH FP inh	LYPLA1 counter	PAFAH1B3 inh	Fam108B inh	PAFAH2 FP inh	GSTO1 counter	PAFAH1B2 FP inh
CC1CCCCC1NC(=O)C1CCN(C(=O)c2sccc2-n2cccc2)CC1 (centres undefined)	-2.8	-1.1	-4.2	-0.9	-3.6	-3.1	-0.2	-0.1	5.5
CC(NC(=O)CNC(=O)OCc1ccccc1)C(=O)N1CC(O)CC1C(=O)OCc1ccccc1 (centres undefined)	-1.3	2.0	-2.2	1.2	2.0	0.2	8.1	-3.8	7.7
Cc1c(Cl)cccc1N1C(=O)C2ON(c3ccccc3)C(c3cccnc3)C2C1=O (centres undefined)	-1.7	4.9	1.7	-0.9	11.9	1.9	3.8	13.6	2.6
CC(C)[C@H](N)c1cn([C@@H](CC(N)=O)C(=O)N2CCNCC2)nn1	-4.5	5.3	-4.5	-1.9	-1.1	-2.1	1.3	6.0	2.2
CC(C)C[C@H](NC(=O)OC(C)(C)C)C(=O)N[C@@H](CO)[C@H](O)[C@@H]1C[C@@H]1C(=O)N(C)C	2.5	-3.2	8.0	-2.0	2.4	-2.5	0.7	3.7	-0.3
COc1ccccc1NC(=O)CSc1c2c(nc3ccccc13)CCC2	13.7	4.5	4.5	0.5	2.4	-6.0	-1.4	-13.1	1.4
CCCCOc1ccc(OCCNC(=O)c2ccco2)cc1	0.0	-2.0	4.7	-1.5	-2.4	5.2	-5.5	1.7	-1.1
OCC1OC(n2nc3ccccc3n2)C(O)C(O)C1O (centres undefined)	-4.0	1.9	3.6	2.1	-3.0	3.1	4.6	0.7	-3.5
Cc1cccc(Cc2cnc(NC(=O)CN3C(=O)/C(=C/c4ccccc4)SC3=S)s2)c1	-30.5	6.6	11.3	-13.6	-11.1	-16.5	-21.7	-9.1	-11.7
O=C1OCCC1Sc1nnc(-c2ccc(O)cc2)o1 (centres undefined)	-3.8	6.9	1.2	-2.6	2.1	5.8	-5.4	7.0	-3.5
CCC(C)NC(=O)c1c(N)n(/N=C/c2cccnc2)c2nc3ccccc3nc12 (centres undefined)	1.6	-3.5	4.2	-4.8	8.9	1.2	-2.1	1.2	-1.8
CCn1c(SCC(=O)c2c(N)n(C3CC3)c(=O)[nH]c2=O)nnc1-c1ccoc1C	-0.3	1.6	-0.8	0.6	0.1	.	2.8	.	1.1
CCN1CCN(C(=O)C2(NC(=O)Nc3ccccc3Cl)CCCCC2)CC1	1.4	-3.1	1.5	-1.9	8.4	0.0	-4.5	6.1	-2.5
O=C1OCCN1C(=O)[C@H]1[C@H](c2ccccc2)C(c2ccc(F)cc2)=NN1c1ccc(Br)cc1	-2.5	.	8.7	.	3.8	.	2.1	.	3.9
COc1ccc(-c2noc(CNC(=O)c3ccoc3C)n2)cc1	1.6	-2.8	2.0	-1.7	3.4	2.4	16.5	7.2	4.0
CN(CC(=O)Nc1cccc2ccccc12)C(=O)c1cccc(S(=O)(=O)N(C)C)c1	-3.5	-1.8	4.5	-1.9	2.5	-3.5	5.2	4.1	3.3
CN(C(=O)COc1ccccc1)c1nnc(C23CC4CC(CC(C4)C2)C3)s1	6.2	1.0	-1.8	1.1	4.0	-0.1	2.4	-0.2	6.0
O=C(Nc1ccccc1)/C(=C/c1ccc2c(c1)OCO2)NC(=O)c1ccco1	-1.0	0.0	-1.3	-1.9	9.2	1.9	-1.0	1.0	2.5
O=C(Nc1ccccc1Cl)c1ccc(COc2ccc3c(c2)CCC3)cc1	0.0	3.5	3.1	1.2	1.3	1.1	-8.7	-0.1	-7.8
O=C(Cn1cncn1)N/N=C/c1ccccc1Cl	-0.3	-8.5	2.3	-1.0	0.3	1.6	-7.0	3.6	2.8
CCCCC1S/C(=N/N=C/c2ccco2)NC1=O (centres undefined)	-1.2	-9.7	0.5	-4.0	5.4	-0.1	6.4	3.7	7.0
CCN(CC)CCCNC(=O)c1c(O)c2c([nH]c1=O)CCCC2	-0.3	4.8	-1.4	0.5	-6.8	1.9	-9.7	5.9	5.6
COc1ccc(N(CC(=O)NCCc2ccc(OC)c(OC)c2)S(=O)(=O)c2c(C)noc2C)cc1	1.6	-0.9	5.8	0.1	6.9	-1.0	5.4	-0.9	1.6
O=[N+]([O-])c1ccccc1N/N=C\c1ccccc1F	2.1	6.2	2.5	1.1	-4.0	2.7	3.1	4.9	-0.4
C/C(=N/NC(=O)CNC(=O)c1ccco1)c1ccco1	1.6	-6.2	2.3	1.7	5.3	2.4	-0.8	2.0	0.0
COc1cccc(-c2nn(C)c3sc(C(=O)NCc4ccc(C)cc4)cc23)c1	1.3	-47.2	-21.6	-28.8	-25.1	-27.4	-68.5	-14.6	-11.0
COC(=O)c1c(-c2ccc(OC)cc2)sc2ccc(N3CCOCC3)cc12	0.6	.	6.7	.	5.0	.	8.9	.	7.2
COC(=O)Cn1ncc2c(C)n(Cc3ccccc3)c(C)c2c1=O	5.9	-2.4	4.1	-6.0	2.2	-3.6	3.5	0.6	3.5
CCOc1ccc(/C(C)=N/N2C(=O)C(CC(=O)Nc3ccc(OC)cc3[N+](=O)[O-])SC2=Nc2cccc(C)c2C)cc1 (centres undefined)	4.0	-5.8	-0.5	-4.3	4.8	-4.1	-12.2	-6.2	-4.9
Cn1c(-c2ccccc2)cc(=O)c2ccccc21	0.7	5.5	3.0	-1.1	-8.1	-3.6	-1.4	2.3	0.6
CCNCc1cc(OCC)c(OCC(=O)NCCc2ccccc2)cc1Cl	0.7	1.4	-2.1	-4.4	3.2	8.6	1.2	-2.5	-0.1
CC(=O)NC1=NN(C(C)=O)C(C)(c2ccc3ccccc3c2)S1 (centres undefined)	-0.3	8.9	3.2	1.8	5.9	-6.1	-7.3	-0.9	2.7
CCC1=C2CC[C@H]3C(=O)N(c4ccccc4)C(=O)[C@H]3[C@H]2[C@@]2(C)C(=NCC3CC3)OC(=O)N2C1=O	-5.2	1.8	-0.7	2.2	3.9	4.6	-3.1	-4.7	3.1
O=c1[nH]c(CN2CCN(C/C=C/c3ccccc3)CC2)nc2ccccc12	2.6	-3.3	1.9	3.4	6.1	-1.7	-9.8	1.9	-0.2
O=C(/C=C/c1ccc([N+](=O)[O-])s1)N1CCN(c2ccccc2)CC1	0.0	0.0	4.9	-0.6	3.4	-0.7	-0.7	13.3	4.3
CCOCCCNC(=O)C(Cc1ccccc1)NS(=O)(=O)c1cccc2nsnc12 (centres undefined)	1.9	2.7	0.8	1.1	-2.0	-4.9	1.7	17.2	5.4
O=C(Nc1ccc2nc(-c3ccccc3)oc2c1)c1ccco1	-2.4	-14.2	-0.7	-3.6	-5.1	-2.6	-3.8	-7.1	1.2
CCCOc1ccc(CNC(=O)Cn2c(=O)oc3ccccc32)cc1	2.2	2.2	-5.4	-1.6	8.0	0.1	-10.4	0.9	-3.4
COc1cccc(C2CC(c3ccc(Br)cc3)=NN2C(=O)c2ccncc2)c1OC (centres undefined)	0.3	-6.0	-0.8	0.1	10.5	1.9	6.5	3.5	-2.5
CC1=CC2=NC(=O)/C(=C/c3coc4ccccc4c3=O)C(=N)N2O1	-7.7	1.9	5.7	-1.5	.	-0.8	.	-2.7	.
Cc1cccc(NC(=O)c2cn(-c3ccccc3)nc2-c2ccccc2)c1	-3.8	-44.2	-4.5	-28.3	-1.9	-30.3	-8.2	-8.0	-3.2
C=CCN(c1ccc(F)cc1)S(=O)(=O)c1cc(C(=O)OCC(=O)N(C)C2CCS(=O)(=O)C2)ccc1Cl (centres undefined)	-2.2	-4.5	1.6	-1.1	5.2	4.3	4.1	10.5	20.8
CC(=O)n1cc(Nc2ccc([N+](=O)[O-])cc2)c2ccccc21	3.3	9.1	9.8	-3.0	2.3	1.4	-7.0	0.7	0.9
CCCOc1ccc(/C=C2/C(=O)ON=C2C)cc1OCC	-0.6	-4.9	5.5	-3.3	0.2	1.0	7.8	4.0	1.4
CCOc1ccc(-c2nc(CN3CCCC(C(=O)N4CCOCC4)C3)c(C)o2)cc1 (centres undefined)	0.8	-2.5	-2.9	1.8	6.3	6.1	-2.4	-1.6	1.4
CCCOc1ccc(N2C(=O)CC(SCc3nc4ccccc4[nH]3)C2=O)cc1 (centres undefined)	-1.6	-0.9	-0.3	-0.9	0.6	-1.5	-4.4	2.4	5.0

A portion of the library; count on the stated rates, not on these rows.
